Exocytosis inh – blocks lytic granule exocytosis | TALL-104 LAMP-1 surface exposure, flow cytometry; cells stimulated with thapsigargin and PMA | inhibition, % at 10 µM | 360,000 compounds, 0.66% hits | AID 651702;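 active = inhibition above about 55%, limit read from the data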
MC4R antag cAMP – antagonists of human melanocortin 4 receptor (MC4R) | MC4R-expressing cells, MTII-stimulated cAMP, LANCE TR-FRET | AID 540295 | 360,000 compounds, 0.48% hits | P32245 | inhibition, % at 6.5 µM;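 active = inhibition above its plate's cutoff, the mean of tested wells on that plate plus 3 SD, cut at about 29% in these data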;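 also: 0% = Melanotan II alone and 100% = Melanotan II plus saturating MCL0020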
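Test system: U2OS cells stably expressing human melanocortin 4 receptor (MC4R); also added: Melanotan II challenge; compound: 6.5 µM single dose; timing: 30-min compound preincubation, 1-h Melanotan II challenge, 1-h detection, room temperature; signal: Eu-cAMP/anti-cAMP TR-FRET, emission 671 nm; repeats: one well per compound, no replicates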
Glyco luc inh – blocks N-linked glycosylation in D54 reporter cells | 360,000 compounds, 0.23% hits | AID 588692 | D54 ERlucT glycosylation luciferase reporter, 24 h; percent of 100 nM tunicamycin response | reporter increase, % at 12.5 µM;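 active = mean luciferase reporter signal, scaled so untreated is 0 and the glycosylation-blocking control 100, at or above a set limit in every replicate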;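 also: luciferase carries N-glycosylation sites so blocking glycosylation raises the light; 0% = median of neutral control wells and 100% = median of 100 nM tunicamycin wells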
Cardio protect – myocardial damage modulation in H9c2 cells. H9c2 cardiomyocytes, H2O2 injury protection, ATPLite, 2 h. protection from H2O2 cell death, % at 20 µM. 360,000 compounds, 0.63% hits. AID 588492;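 active = compounds giving at least 50% protection of heart cells from peroxide-induced death in the single-dose screen, raw or plate-pattern-corrected value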;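 also: 0% = DMSO wells with peroxide and 100% = DMSO wells without peroxide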
MC4R ag barr – human MC4R agonism via beta-arrestin; U2OS MC4R beta-arrestin complementation, luminescence; percent of melanotan II response, DMSO zero; activation, % at 8.9 µM; 360,000 compounds, 0.98% hits; AID 540308;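 active = activation above a per-plate cutoff, the mean activation of sample wells on that plate plus 3 SD, cut at about 8% in these data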
ABCB6 inh MLPCN – inhibitors of human ABC transporter ABCB6; Q9NP58; K562-ABCB6 porphyrin accumulation, flow cytometry, 1 h; stronger effect = lower value; fluorescence ratio to DMSO, % at 10 µM; 360,000 compounds, 0.19% hits;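 active = fluorescence ratio to DMSO below 75%, the collection mean minus 3 SD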;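 also: signal is porphyrin accumulated inside mitochondria; 100% equals median channel fluorescence of DMSO control wells; lower ratio means ABCB6 inhibition with less porphyrin fluorescence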
m5-HT2A agonist – mouse HTR2A agonism via beta-arrestin recruitment | P35363 | CHO-K1 mHTR2A beta-arrestin complementation, luminescence; percent of 30 µM serotonin response | activation, % at 7.6 µM | 360,000 compounds, 0.66% hits | AID 624169;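 active = activation above a run cutoff, the mean activation of all tested compounds plus 3 SD, cut at about 14% in these data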;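 also: 0% = plate median of compound wells and 100% = 30 µM serotonin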
Target sequence (P35363 whole entry, looked up): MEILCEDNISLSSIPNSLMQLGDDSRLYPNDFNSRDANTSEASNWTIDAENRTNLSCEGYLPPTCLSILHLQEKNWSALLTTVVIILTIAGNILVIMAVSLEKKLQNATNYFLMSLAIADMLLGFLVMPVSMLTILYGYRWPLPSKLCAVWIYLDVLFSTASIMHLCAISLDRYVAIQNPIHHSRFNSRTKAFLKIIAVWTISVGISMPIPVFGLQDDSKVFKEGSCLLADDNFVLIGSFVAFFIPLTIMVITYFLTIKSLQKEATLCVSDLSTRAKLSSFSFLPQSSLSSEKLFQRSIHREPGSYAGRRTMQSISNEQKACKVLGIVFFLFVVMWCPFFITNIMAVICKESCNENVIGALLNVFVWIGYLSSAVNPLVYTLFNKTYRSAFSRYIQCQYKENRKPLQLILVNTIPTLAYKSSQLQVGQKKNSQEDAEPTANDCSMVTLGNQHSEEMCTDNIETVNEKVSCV
CaV13 FRET inh – Primary screen for inhibitors of IQ motif and Ca2+-dependent inactivation inhibitor domain binding in CACNA1D, Förster resonance energy transfer in living cells, …; HEK cells, CFP/YFP FRET ICDI-IQ, plate reader, 10 min; percent FRET-ratio fall versus neutral wells; inhibition, % at 12.3 µM; AID 743397; 340,000 compounds, 0.098% hits;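 active = mean replicate inhibition of at least 30% and at least 1% of replicates passing that level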;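 also: 0% = median of the neutral control wells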
PDI turbidity – blocks human protein disulfide isomerase activity. P07237. PDI insulin aggregation turbidity, A650, 90 min. AID 588391. 350,000 compounds, 0.052% hits. inhibition, % at 10 µM;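 active = mean inhibition across replicates of 30% or more, whatever share of single replicates reach that level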;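 also: absorbance from insulin aggregation driven by PDI reduction with DTT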
Target sequence (P07237 whole entry, looked up): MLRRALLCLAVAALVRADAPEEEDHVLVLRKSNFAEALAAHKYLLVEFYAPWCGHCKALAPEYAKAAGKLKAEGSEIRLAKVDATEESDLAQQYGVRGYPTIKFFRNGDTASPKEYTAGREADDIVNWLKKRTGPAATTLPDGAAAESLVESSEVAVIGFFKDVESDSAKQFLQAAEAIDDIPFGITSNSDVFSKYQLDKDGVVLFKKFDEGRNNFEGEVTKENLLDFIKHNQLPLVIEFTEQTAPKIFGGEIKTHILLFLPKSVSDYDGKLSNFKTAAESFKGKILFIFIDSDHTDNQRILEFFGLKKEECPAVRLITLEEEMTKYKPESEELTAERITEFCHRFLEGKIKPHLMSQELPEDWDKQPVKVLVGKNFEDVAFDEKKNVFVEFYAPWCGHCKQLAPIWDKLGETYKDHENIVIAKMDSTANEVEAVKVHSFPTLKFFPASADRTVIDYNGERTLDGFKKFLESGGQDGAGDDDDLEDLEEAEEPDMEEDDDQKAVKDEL
ABHD5 PLIN5 PPI – inhibitors of human ABHD5-perilipin-5 interaction; Q00G26+Q8WTS1; Split G. princeps luciferase complementation, luminescence, 4 h; inhibition, % at 4 µM; 360,000 compounds, 0.78% hits; AID 602281;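 active = inhibition above the mean inhibition across every tested compound plus 3 SD, cut at about 22% in these data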;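 also: 0% = DMSO only wells and the 100% control is not disclosed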
Numbers without * were called inactive; nt = no result given.

SMILES | Exocytosis inh | MC4R antag cAMP | Glyco luc inh | Cardio protect | MC4R ag barr | ABCB6 inh MLPCN | m5-HT2A agonist | CaV13 FRET inh | PDI turbidity | ABHD5 PLIN5 PPI
COc1ccc(Cl)cc1NS(=O)(=O)c1c(C)nc2sccn2c1=O | -2.2 | 12.7 | -0.7 | 8.4 | -0.7 | 100.0 | -2.3 | -4.4 | 4.2 | 0.1
O=C(/C=C/c1ccco1)NCCc1ccccc1 | -6.3 | -7.6 | 1.3 | -5.8 | 0.0 | 99.0 | 2.0 | -5.1 | -5.1 | 9.4
COc1ccc(C2C(C#N)=C(N)Oc3c2c(C)nn3-c2ccccc2)cc1Cn1nc(C)c([N+](=O)[O-])c1C (centres undefined) | 0.6 | 15.7 | -0.1 | 24.4 | 0.9 | 95.0 | 7.2 | -0.5 | -12.7 | -30.3
O=C(O)CCCN1C(=O)/C(=C/c2cn(-c3ccccc3)nc2-c2cccs2)SC1=S | 0.0 | 19.4 | -0.9 | -2.3 | 9.9* | 110.0 | 0.5 | -4.4 | -4.0 | 36.6*
COCCn1c(=NC(=O)CSCC(=O)N2CCOCC2)sc2ccccc21 | -3.8 | 8.0 | 1.5 | 1.3 | -1.9 | 97.0 | 10.1 | -6.3 | -3.5 | -3.5
Cc1noc(/C=C/N(C)C)c1S(=O)(=O)N1CCCC(C(=O)NCc2cccs2)C1 (centres undefined) | -0.3 | 7.4 | 2.1 | 1.4 | -1.1 | 103.0 | 2.1 | -14.1 | nt | 2.1
CC(C)Sc1nc2c(c(=O)n1C)SC(C)C2 (centres undefined) | 0.0 | -2.4 | -1.7 | 10.0 | -0.4 | 104.0 | 1.5 | -3.3 | nt | -2.7
C/C(Cl)=C/CSc1nnc2n(N)c(=O)c3ccccc3n12 | -2.5 | -1.4 | 0.6 | 3.1 | -1.8 | 103.0 | 1.8 | -5.6 | -1.8 | -6.5
NC(=O)C1CCN(c2nc(-c3cccc(Cl)c3)cs2)CC1 | 13.6 | 6.9 | -1.4 | -10.0 | -1.3 | 97.0 | 3.3 | -12.1 | -0.5 | 7.5
Cc1ccc(C)c(NS(=O)(=O)c2ccc(OCC(=O)N3CCOCC3)cc2)c1 | 0.6 | -1.2 | -1.9 | -8.8 | -1.3 | 116.0 | 6.0 | nt | 0.8 | -12.1
COc1ccc(CN(C)C(=O)COC(=O)c2c(C)nn(-c3ccc(F)cc3)c2Cl)cc1 | 5.7 | -1.7 | 0.4 | -3.4 | -2.6 | 97.0 | -3.2 | -4.4 | -2.2 | 1.6
O=C(CSc1nnc(NC(=O)c2ccc(F)cc2F)s1)NC1CC1 | -3.5 | 4.7 | 1.0 | -8.4 | -0.6 | 99.0 | 0.6 | -3.4 | 1.2 | -3.3
CCNc1nc(SCCOc2ccc(Br)cc2)nc(N(C)C)n1 | 7.7 | 4.0 | -3.2 | -18.1 | -0.4 | 84.0 | -4.4 | -4.7 | -0.3 | -14.0
CC(=O)Oc1ccc2c3c(c(=O)oc2c1C)CCCC3 | 4.2 | -14.4 | 0.9 | 44.8 | 0.2 | 99.0 | 2.5 | -1.2 | -4.4 | 2.6
O=S(=O)(c1ccc(Nc2ccc(-c3ccc4c(c3)OCCO4)nn2)cc1)N1CCCC1 | -2.0 | 4.5 | -1.1 | 1.8 | 3.6 | 99.0 | 3.9 | -8.2 | -7.4 | 10.4
CCOC(=O)c1[nH]c(C(=O)O)c(CCC(=O)OC)c1C | -1.7 | 2.9 | 0.0 | -0.7 | -0.8 | 96.0 | 0.5 | -7.9 | -4.5 | 8.9
Cc1ccc(NC(=O)Cn2cnc3c(nnn3Cc3ccc(F)cc3)c2=O)cc1 | 12.5 | 0.5 | 1.8 | 3.2 | 0.0 | 98.0 | -1.3 | -4.7 | -4.4 | -1.9
CCOC(=O)c1ccc(NC(=O)NCCN2CCCCC2)cc1 | -1.5 | 7.9 | 0.4 | 2.6 | -3.0 | 101.0 | -5.6 | -5.8 | -8.2 | -1.0
Cc1ccc(-n2[nH]c(C)c(C=Nc3ccc4[nH]c(=O)[nH]c4c3)c2=O)cc1 | 0.5 | 2.2 | -1.8 | -24.4 | -2.0 | 101.0 | 1.5 | -6.1 | 0.7 | 3.5
CCCCN(C(=O)c1ccncc1)c1c(N)n(CCC)c(=O)[nH]c1=O | -4.9 | 3.6 | 1.5 | 3.3 | 0.6 | 105.0 | 6.0 | -6.4 | -1.2 | 4.5
CC12CCC(C(=O)N(c3ccccc3Cl)C1=O)C2(C)C (centres undefined) | 6.6 | 15.2 | -0.8 | -4.1 | 1.6 | 102.0 | 2.0 | 15.8 | -6.3 | -0.2
O=C1/C(=C/c2cccc(Cl)c2)SC(=S)N1CCC(=O)N1CCCCC1CCO (centres undefined) | 0.2 | 1.3 | -1.0 | -8.0 | 8.1 | 91.0 | -9.4 | -3.7 | 1.2 | 6.7
Cc1cc(C)n(CC(=O)N/N=C/c2ccc3c(c2)OCO3)n1 | -3.2 | 7.9 | 0.7 | 8.4 | -1.5 | 100.0 | -0.6 | -5.7 | 0.2 | -0.2
CC(C)c1ccc(NC(=O)c2snc3ccc(Cl)cc23)cc1 | 6.5 | -4.7 | -4.1 | -15.8 | 2.3 | 95.0 | -4.2 | 7.6 | 2.7 | -2.6
COc1ccc(-c2cc(C)no2)cc1S(=O)(=O)N1CCN(c2ccc([N+](=O)[O-])cc2)CC1 | 0.0 | 0.8 | -4.1 | -4.5 | -4.8 | 94.0 | 4.0 | -6.5 | 12.2 | 2.6
Other entries.
SMILES | Exocytosis inh | MC4R antag cAMP | Glyco luc inh | Cardio protect | MC4R ag barr | ABCB6 inh MLPCN | m5-HT2A agonist | CaV13 FRET inh | PDI turbidity | ABHD5 PLIN5 PPI
O=C(Nc1nnc(C2CCCCC2)s1)C1CC(=O)N(c2ccccc2)C1 (centres undefined) | -0.6 | 7.6 | 6.2 | -4.5 | 0.6 | 106.0 | 3.3 | -4.6 | -1.7 | -6.4
COc1ccc(CN2C[C@@H](CO)O[C@@H](n3cnc4c(NCCN(C)C)ncnc43)C2)cc1 | 13.5 | 4.3 | -0.4 | 0.3 | -0.9 | 105.0 | 3.0 | -3.2 | 2.8 | 17.3
CS/C(=C\[N+](=O)[O-])Nc1ccc(C)cc1 | -2.5 | -0.8 | 1.3 | 6.7 | -0.9 | 91.0 | 0.6 | -1.8 | 2.7 | 10.9
Cc1cc(C)n(CCN(C)C(=O)C2CCC(=O)N(CCN3CCOCC3)C2)n1 (centres undefined) | -0.9 | 0.8 | 1.0 | 3.3 | -2.7 | 96.0 | 0.3 | -10.7 | 11.1 | 7.5
N#Cc1c(N)nc2c(c1-c1cccnc1)CCCCC2 | -1.1 | 14.9 | -5.0 | 1.3 | 0.4 | 103.0 | 2.9 | nt | -4.0 | 1.8
O=C(O)Cn1nnnc1SCC(=O)Nc1ccccc1F | -2.5 | 17.6 | -0.1 | -3.8 | -1.1 | 98.0 | 4.0 | nt | 1.7 | 7.3
CN(C)c1ccc(NC(=O)CSc2n[nH]c(-c3ccncc3)n2)cc1 | -2.8 | 4.4 | 2.1 | 5.9 | 0.9 | 94.0 | 1.4 | -1.8 | 4.1 | -25.4
COc1cc(C2=NOC(C(=O)NCc3ccccn3)C2)cc(OC)c1OC (centres undefined) | -1.4 | 16.8 | 2.9 | 18.9 | -0.4 | 98.0 | 3.0 | -4.7 | 1.4 | 5.9
O=C(OCCc1cc2ccccc2c(=O)o1)c1ccc2c(c1)OCO2 | 19.7 | -3.7 | -3.1 | -3.2 | 0.6 | 98.0 | -1.9 | -11.7 | 1.6 | 4.5
CN(C)S(=O)(=O)N1CCN(c2ccc([N+](=O)[O-])c(N3CCOCC3)c2)CC1 | -1.6 | 3.4 | -1.6 | 1.9 | -2.9 | 94.0 | -4.1 | 7.5 | 4.4 | 3.2
COc1cc(Cl)c(CN2CCCC(CO)(Cc3ccccc3F)C2)cc1OC (centres undefined) | 65.5* | 0.9 | -3.1 | -12.4 | 3.2 | 99.0 | 6.1 | -3.9 | -1.4 | 2.6
COCCn1c(=S)[nH]c2cc(C(=O)N3CCN(c4ccccc4OC)CC3)ccc2c1=O | -2.8 | 7.7 | 3.9 | 0.1 | -1.4 | 88.0 | 2.6 | -4.7 | -9.3 | -7.0
Cc1ccc(Nc2c(-c3ccc(N4CCOCC4)cc3)nc3cnccn23)cc1 | -1.8 | 10.7 | 0.1 | -9.3 | 0.0 | 97.0 | 4.3 | -5.1 | -3.4 | 11.7
CC(C)(C)NC(=O)N1CCn2cccc2C1c1ccccc1F (centres undefined) | -1.6 | 30.4* | 0.9 | 2.1 | 0.9 | 107.0 | -1.9 | -15.3 | 0.9 | -6.3
O=C(COC(=O)CNC(=O)c1ccccc1)NCCCc1ccccc1 | -3.6 | 24.9 | -1.1 | 0.3 | -0.1 | 99.0 | -13.1 | -6.1 | 6.3 | -8.3
CCN(CC)C(=O)CSc1nnnn1-c1ccc(F)c(Cl)c1 | -2.9 | 9.7 | -0.1 | -5.8 | -1.4 | 100.0 | 1.6 | -5.1 | -6.3 | 0.6
COc1cccc(CN2CCN(Cc3cccc4c3OCO4)CC2CCO)c1 (centres undefined) | -2.6 | 15.5 | 0.7 | -1.1 | -0.9 | 95.0 | -5.3 | -6.6 | 4.9 | -7.0
COCc1nnc(NC(=O)c2ccc3c(c2)OCO3)s1 | -1.8 | -0.8 | -6.0 | -6.4 | 1.6 | 104.0 | 0.9 | -4.8 | -3.7 | -0.1
COc1ccc(S(=O)(=O)NNC(=O)c2cccs2)cc1 | -2.3 | 32.5* | -1.7 | 6.2 | 0.1 | 96.0 | 0.1 | 6.8 | -1.0 | -2.8
CC(=O)Nc1ccc(Oc2cncc(Cl)c2)nc1 | -7.7 | -2.3 | -5.6 | 2.0 | -0.8 | 100.0 | -1.1 | 12.1 | 3.1 | -5.2
Cc1ccccc1C(=O)N1CCC(C(=O)OCc2ccccn2)CC1 | 0.5 | 2.6 | -1.2 | -4.0 | -2.4 | 96.0 | 2.0 | -6.8 | -5.9 | -7.5
CC(=O)C(Sc1nc(N2CCOCC2)nc(N2CCOCC2)n1)C(=O)Nc1ccccc1 (centres undefined) | -0.3 | 8.7 | -1.6 | -2.5 | 0.6 | 94.0 | -0.7 | -1.0 | -3.5 | -9.0
COc1cc([N+](=O)[O-])ccc1NC(=O)NNC(=O)c1sccc1C | -1.5 | -4.6 | 2.2 | -1.5 | -4.7 | 99.0 | -3.1 | -2.1 | -1.7 | 2.4

2 of these compounds in another layout:
Every second line gives: Exocytosis inh	MC4R antag cAMP	Glyco luc inh	Cardio protect	MC4R ag barr	ABCB6 inh MLPCN	m5-HT2A agonist	CaV13 FRET inh	PDI turbidity	ABHD5 PLIN5 PPI
N#Cc1c(N)nc2c(c1-c1cccnc1)CCCCC2
 : -1.1	14.9	-5.0	1.3	0.4	103.0	2.9	nt	-4.0	1.8
COCc1nnc(NC(=O)c2ccc3c(c2)OCO3)s1
 : -1.8	-0.8	-6.0	-6.4	1.6	104.0	0.9	-4.8	-3.7	-0.1
